# Screening results (PubChem BioAssay)
# SKN-1 block = inhibitors of C. elegans SKN-1; hit rate 0.49% among 360,000; inhibition, % at 21.8 µM; C. elegans VP596 Pgst-4::GFP/RFP ratio, acrylamide-induced, 24 h; AID 624304;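 active means interference check ratio from 0.5 to 1.5 plus GFP to RFP signal ratio inhibition reaching or exceeding a fixed threshold, cut at about 30% in these data, passing the limit was not always enough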; further: some compounds called inactive have numbers as strong as hits
# STEP inh = inhibitors of human striatal-enriched phosphatase STEP | P54829 | recombinant STEP, OMFP fluorogenic substrate, fluorescence | AID 588621 | hit rate 0.25% among 360,000 | inhibition, % at 20 µM;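 active means inhibition at 20 µM, scaled per plate between control wells, above about 37%, limit read from the data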;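 further: 0% = DMSO with enzyme and substrate and 100% = substrate only without enzyme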
# Target sequence (P54829 whole entry, looked up): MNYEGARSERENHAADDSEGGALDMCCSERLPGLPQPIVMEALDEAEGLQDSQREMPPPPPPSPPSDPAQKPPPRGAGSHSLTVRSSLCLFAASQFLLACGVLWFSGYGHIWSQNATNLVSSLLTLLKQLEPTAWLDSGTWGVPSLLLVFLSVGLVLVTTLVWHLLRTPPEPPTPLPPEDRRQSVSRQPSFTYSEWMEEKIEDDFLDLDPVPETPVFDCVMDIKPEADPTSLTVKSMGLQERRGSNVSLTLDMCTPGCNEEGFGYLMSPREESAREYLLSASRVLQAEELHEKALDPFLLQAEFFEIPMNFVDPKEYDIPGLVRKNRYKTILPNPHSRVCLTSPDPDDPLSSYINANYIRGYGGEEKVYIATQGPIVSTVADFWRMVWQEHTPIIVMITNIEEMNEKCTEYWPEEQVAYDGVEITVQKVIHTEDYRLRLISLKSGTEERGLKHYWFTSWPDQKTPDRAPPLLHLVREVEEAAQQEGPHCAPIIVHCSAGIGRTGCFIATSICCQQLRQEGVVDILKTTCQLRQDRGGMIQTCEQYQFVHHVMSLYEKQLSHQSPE
#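 Test system: STEP tyrosine phosphatase / Reagent: OMFP at 25 µM / Doses: 20 µM, 1% DMSO / Read-out: percent inhibition scaled to no-enzyme and uninhibited-enzyme controls, plate-pattern corrected / Detection: FITC-channel fluorescence of OMFP product / Medium: Bis-Tris buffer pH 6.0, 2.5 mM DTT, 0.005% Tween 20 / Schedule: 20 min at room temperature, dark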
# DNMT1 inh = blocks human DNA methyltransferase DNMT1 | DNMT1 molecular beacon, Hinp1I cleavage, fluorescence | inhibition (reported as % activation of signal), % at 10 µM | hit rate 0.83% among 360,000 | AID 588458; in the data active means inhibition above about 50%
# Tb MetRS inh = Trypanosoma brucei MetRS inhibition; inhibition, % at 11.9 µM; hit rate 0.4% among 360,000; purified T. brucei MetRS, ATP depletion, Kinase-Glo luminescence;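 active means inhibition above a per-plate cutoff of the control wells' mean inhibition plus 3 SD, cut at about 5.5% in these data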;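 further: 0% = DMSO wells median and 100% = median of wells with control inhibitor compound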
#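 Test system – parasite MetRS enzyme · Reagent – substrates ATP, L-methionine and bulk Escherichia coli tRNA · Doses – 11.9 µM compound single dose, 0.9% DMSO · Times – 15 min enzyme-compound preincubation, 2 h reaction, 10 min detection, 25 °C · Signal – Kinase-Glo luminescence, ATP depletion format · Controls – DMSO-only wells as low control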
# Scp1 inh = Scp-1 (human) phosphatase inhibition; inhibition, % at 20 µM; hit rate 0.88% among 340,000; Recombinant Scp1, phosphopeptide, malachite green phosphate absorbance;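 active means inhibition above about 50% at 20 µM, limit read from the data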;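 further: plate controls were DMSO wells with enzyme for no effect and wells lacking enzyme for full effect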
# Target sequence (Q9GZU7 76-261 limits assumed): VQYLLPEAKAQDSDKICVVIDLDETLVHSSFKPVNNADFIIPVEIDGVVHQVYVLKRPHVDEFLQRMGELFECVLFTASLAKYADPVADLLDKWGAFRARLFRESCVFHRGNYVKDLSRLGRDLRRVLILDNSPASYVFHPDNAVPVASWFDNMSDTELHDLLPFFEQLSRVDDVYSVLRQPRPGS
#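 Test system – truncated SCP-1 phosphatase (76-261aa) · Reagent – Phosphorylated 17-residue peptide substrate · Incubation – 45 min room-temperature reaction, 5 min colour, 30 min stabiliser · Detection – colorimetric phosphate reagent with accelerator and stabiliser, absorbance at 630 nm · Measure – % inhibition at 20 µM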
# SUMO1-SIM PPI = alters human SUMO1 binding to SIM partners; P63165; SUMO1 binding to a labelled peptide, TR-FRET, 1 h; inhibition, % at 20 µM; hit rate 0.33% among 360,000; AID 602429; in the data active means inhibition above about 37%
# Target sequence (P63165 whole entry, looked up): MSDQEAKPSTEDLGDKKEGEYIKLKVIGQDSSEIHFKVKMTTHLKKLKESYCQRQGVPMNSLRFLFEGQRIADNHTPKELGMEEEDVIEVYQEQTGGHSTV
# Neddylation inh = inhibitors of human cullin neddylation; hit rate 0.58% among 360,000; AID 651699; TR-FRET cullin neddylation, biochemical; calls only at 25 µM; P61081+Q13564; in the data active means inhibition above about 36%
# NadD block = blocks S. aureus nicotinate mononucleotide adenylyltransferase. purified NadD enzyme, colorimetric absorbance read-out. inhibition, % at 20 µM. hit rate 0.78% among 360,000. AID 602399; in the data active means inhibition above about 26%; further: some compounds past the cut are filed as inactive
# CendR NRP1 mod = NRP-1/CendR interaction modulation; inhibition, % at 25 µM; hit rate 0.85% among 360,000; FAM-RPARPAR peptide binding to NRP-1, fluorescence polarization; AID 602438;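 active means inhibition or corrected inhibition above about 18%, plus a signal ratio from 0.5 to 1.5, limit read from the data, passing the limit was not always enough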; further: strong numbers were not always called active
# LMPTP inh = LMPTP (human) inhibition | recombinant LMPTP-A, OMFP fluorogenic substrate, fluorescence intensity | P24666 | hit rate 0.22% among 360,000 | inhibition, % at 20 µM;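 active means compounds that cut the enzyme signal by at least half of the control window in the single-dose screen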;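 further: plate controls were DMSO wells with enzyme plus substrate for no effect and substrate without enzyme for full effect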
# Target sequence (P24666 whole entry, looked up): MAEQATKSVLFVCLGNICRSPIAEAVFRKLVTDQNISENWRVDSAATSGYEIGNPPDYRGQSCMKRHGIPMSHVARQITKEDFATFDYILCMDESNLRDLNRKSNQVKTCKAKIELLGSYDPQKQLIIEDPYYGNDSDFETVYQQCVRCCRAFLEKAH
#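 Test system – LMPTP-A enzyme · Amount – LMPTP-A at 0.625 nM final in the reaction · Buffer or medium – Bis-Tris pH 6.0, DTT, detergent · Reagent – OMFP 400 µM · Doses – single 20 µM dose · Schedule – reaction 50 min, room temperature, dark · Detection – fluorescence intensity of OMFP turnover product · Evaluation – percent inhibition versus substrate-only and uninhibited controls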
# * = called active by the depositor; i = inactive; . = no result given.
# The opening five compounds, ahead of the listing:
SMILES,SKN-1 block,STEP inh,DNMT1 inh,Tb MetRS inh,Scp1 inh,SUMO1-SIM PPI,Neddylation inh,NadD block,CendR NRP1 mod,LMPTP inh
O=C(CNC(=O)c1ccccc1)Sc1ccccc1,-20,-4,5,0.2,-12,4,i,-1,0,-1.5
CCOc1ncccc1C(=O)NCCCSc1ccccc1,-2,-1,2,-0.6,-9,2,i,-7,4,-0.2
CC1CCc2sc3c(c2C1)c1ncnn1c(=O)n3CC(=O)c1ccc(Br)cc1 (centres undefined),-8,-3,3,-0.7,-6,0,i,14,5,-1.1
COc1cccc(N2CCN(c3ccc(N4C(=O)CCC4=O)cc3[N+](=O)[O-])CC2)c1,-5,-2,-6,-0.4,-4,-33,i,-3,-12,-0.4
CCOc1ccc(NC(=O)CSCC(=O)O)cc1,-9,0,2,-0.4,-9,1,i,0,3,-0.3

# The whole of this part, repeating the preview:
SMILES,SKN-1 block,STEP inh,DNMT1 inh,Tb MetRS inh,Scp1 inh,SUMO1-SIM PPI,Neddylation inh,NadD block,CendR NRP1 mod,LMPTP inh
O=C(CNC(=O)c1ccccc1)Sc1ccccc1,-20,-4,5,0.2,-12,4,i,-1,0,-1.5
CCOc1ncccc1C(=O)NCCCSc1ccccc1,-2,-1,2,-0.6,-9,2,i,-7,4,-0.2
CC1CCc2sc3c(c2C1)c1ncnn1c(=O)n3CC(=O)c1ccc(Br)cc1 (centres undefined),-8,-3,3,-0.7,-6,0,i,14,5,-1.1
COc1cccc(N2CCN(c3ccc(N4C(=O)CCC4=O)cc3[N+](=O)[O-])CC2)c1,-5,-2,-6,-0.4,-4,-33,i,-3,-12,-0.4
CCOc1ccc(NC(=O)CSCC(=O)O)cc1,-9,0,2,-0.4,-9,1,i,0,3,-0.3
Cc1cc(NC(=S)NC(=O)c2ccco2)c2ccccc2n1,-15,6,1,-0.1,-5,0,i,-2,-8,4.9
O=C(Nc1ccccc1)Nc1nnc(CSCc2ccccc2Cl)s1,10,-4,-4,12*,-7,3,i,0,-18,1.6
O=c1cc(N2CCN(c3ccc(F)cc3)CC2)[nH]c(=O)n1Cc1ccc(F)cc1,-5,0,-1,-0.9,-1,-4,i,1,3,-0.7
CC(=O)c1ccc(NC(=O)C2(S(=O)(=O)c3ccccc3)CC2)cc1,5,-3,-1,0.1,3,-5,i,1,6,-0.3
CCOC(=O)CCc1c(C)n(CC)c2ncnn2c1=O,-13,1,0,-1.1,-3,5,i,-5,-4,-0.5
COc1ccc(CCNC(=O)CCC(=O)Nc2ccccc2[N+](=O)[O-])cc1OC,9,1,10,-0.6,-2,-9,i,-4,6,-0.5
C=CCN1C(=O)NC2(O)C(=O)c3ccccc3C12O (centres undefined),23,-1,-5,-0.2,2,1,i,-2,8,-2.0
CC(=O)Nc1cnc(-c2cc(C)c(O)c(C)c2)cn1,-6,0,7,0.1,.,0,i,0,5,-2.9
CCc1ccc(C(=O)Cn2ncc(Cl)c(Cl)c2=O)cc1,-6,5,30,-1.5,17,-17,i,6,-7,-0.6
O=C(NCCCn1ccnc1)C(=O)NCC1OCCCN1S(=O)(=O)c1ccc(Cl)cc1 (centres undefined),4,-4,-2,-0.3,-4,-2,i,-3,-10,-6.3
CN(NC(=S)Nc1ccc(OC(F)F)cc1)C(=S)Nc1ccc(OC(F)F)cc1,24,-2,-4,-0.4,1,0,i,5,5,2.2
O=c1cnn([C@@H]2O[C@H](CO)[C@@H](O)[C@H]2O)c(=O)[nH]1,7,-3,1,0.1,13,2,i,0,-5,-1.6
CC1=C(C(=O)N(C(C)C)C(C)C)CC(CC(=O)NCc2cccs2)C(=O)N1CCC1=CCCCC1 (centres undefined),4,0,4,-0.8,.,3,i,-9,6,-0.4
Cc1ccc(SCC(=O)N(Cc2nc(-c3ccccc3)no2)C(C)C)cc1,1,4,-9,-1.0,-18,-1,i,-8,2,2.9
c1ccc(CN2CCC(N3CCN(Cc4ccc5c(c4)OCO5)CC3)CC2)cc1,-5,-2,1,0.1,-7,1,i,-6,-4,2.8
COc1ccc(/C=C(\C)c2nc(C)c(-c3ccccc3)c(=O)[nH]2)cc1,-11,-1,7,-0.4,-5,-6,.,-1,14,2.2
CCSc1ccccc1C(=O)N=C1NC(=O)CC2C(=O)NCCN12 (centres undefined),-2,-3,-3,-0.9,0,-1,i,-8,1,-2.1
CCC(=O)Nc1cc(NC(=O)CSc2nnc(C(C)C)n2CC)ccc1C,15,4,5,0.1,-5,-3,i,3,10,-1.2
Cc1ccc(N(C)S(=O)(=O)c2ccc(-c3cnc(C4CC4)o3)cc2)cc1,6,10,0,-0.5,-4,-3,i,0,4,2.2
Cc1cc(Cl)ccc1NC(=O)Cn1cncn1,-3,-2,-1,-0.9,3,-3,i,-2,0,-0.7
CCN(C(=O)COC(=O)/C=C/c1ccc2c(c1)OCO2)c1c(N)n(Cc2ccccc2)c(=O)[nH]c1=O,-9,3,2,-0.1,-5,-15,i,8,14,0.1
CC1CCc2c(sc(NC(=S)NC(=O)c3ccccc3)c2C#N)C1 (centres undefined),5,5,-1,0.0,-7,6,i,9,-2,5.8
COc1cc(-c2csc(N3CCOCC3)n2)cc(OC)c1OC,-3,-1,-2,0.1,-10,-6,i,0,-16,0.9
COCCNC(=O)CSc1ccccc1C(=O)NC1CCCc2ccccc21 (centres undefined),5,-2,1,0.3,2,0,i,-3,-6,-0.5
CCOc1nc(-c2ccncc2)nc2ccccc12,39*,2,5,-0.2,-1,2,i,5,7,0.2
O=C(NCc1cccs1)C1CC(=O)N(c2ccc(Cl)cc2)C1 (centres undefined),-7,3,4,0.1,-6,5,i,2,0,-1.0
Cc1ccc(S(=O)(=O)N(C)CC(=O)OCC(=O)NC(=O)NC(C)C)cc1,0,-2,1,0.0,-9,0,i,-3,8,-0.6
CC(C)CN(C(=O)COc1ccc(Br)cc1C=O)C1CCS(=O)(=O)C1 (centres undefined),11,1,2,0.3,-4,-3,i,2,4,0.5
O=C(COc1ccc(NC(=O)c2cccs2)cc1)c1ccc(F)cc1,10,6,3,-0.3,6,5,i,-9,2,2.9
Cn1c(=O)c(=O)n(C)c2cc(S(=O)(=O)N3CCCCC3)ccc21,-13,2,4,-0.9,-2,1,i,9,0,-1.6
CC(=O)Oc1[nH]c(=O)c2cccc3c2c1CCC3,26,1,1,0.1,.,-13,.,-2,-4,-1.0
O=C(Cn1[nH]c(=O)c2ccccc2c1=O)NC1CCCCCC1,11,-1,4,-0.9,-5,2,i,0,8,-2.1
CN1CCN(C(CNS(=O)(=O)c2ccc(F)cc2)c2cccnc2)CC1 (centres undefined),-2,-3,2,0.5,0,-5,i,-3,0,-8.9
Cc1cccc2cc(COC(=O)c3ccccn3)c(=O)[nH]c12,-11,-1,0,-0.3,3,0,i,1,14,-1.5
O=C(CSc1nncs1)Nc1ccc2c(c1)OCCO2,2,-2,4,-2.4,4,0,i,7,1,0.1
O=C(CSc1nnc(-c2cnccn2)n1Cc1ccco1)c1ccc(Cl)c(Cl)c1,-4,1,-3,-0.5,-5,2,i,10,3,1.3
O=[N+]([O-])c1ccc2[nH]c3nc4ccccc4nc3c2c1,-4,2,10,-0.6,15,-12,i,-3,-25,36
COC(=O)C1CCCN1C(=O)COc1ccc(Cl)cc1Br (centres undefined),2,-1,2,0.3,-8,4,i,-3,3,-0.4
O=C(Nc1ccccc1)NC1CCCCC1,22,-1,-1,0.1,-4,-1,i,-1,3,0.2
Cc1c(C(=O)NCCSCc2cccc(C(F)(F)F)c2)cnn1-c1ccc(F)cc1,0,-1,2,1.1,-25,6,i,-3,6,4.1
COc1ccc2cc3cc(C(=O)N4CCCCC4C)oc3nc2c1 (centres undefined),-2,-6,4,-0.6,0,-26,i,-7,0,-0.3
COc1cccc(CSC(C(=O)O)c2ccccc2)c1 (centres undefined),6,3,1,-0.2,.,9,i,-5,-5,-1.3
COc1ccc(NC(=O)Oc2cc(C)ccc2C(C)C)cc1,7,4,-1,-0.8,-2,5,i,-5,10,1.3
CCN1C(=O)/C(=C2/C=Cc3cc(C)ccc3N2CC)N(C)C1=S,7,0,-1,-1.2,-11,-31,i,-1,2,1.3
Cc1cc(/C=N/n2cnnc2)c(C)n1-c1cccc(C(=O)O)c1,0,5,-3,-0.5,-8,-4,i,2,9,-0.4
CC1CN(S(=O)(=O)c2ccc(C(=O)Nc3nncs3)cc2)CC(C)O1 (centres undefined),9,0,1,-0.3,0,3,i,1,-11,-2.1
CCOC(=O)CC1(NC(=O)c2cc(COc3ccc(F)c(F)c3)on2)CCCCC1,-11,0,5,-0.9,-10,-8,i,-4,9,1.1
NC(CCc1ccccc1)c1csc(NC(=O)Nc2ccccc2Oc2ccccc2)n1 (centres undefined),4,2,5,-0.4,.,-110,i,23,-4,1.5
CC(NC(=O)CCNC(=O)c1ccccc1Cl)C1CC2CCC1C2 (centres undefined),16,-1,4,-0.9,-4,-4,i,2,2,0.1
O=[N+]([O-])c1ccc(Cc2nnc(-c3ccccc3Cl)o2)cc1,-2,-3,-1,-0.3,-20,-23,i,-7,-29,1.2
O=C(NCCSCc1c(F)cccc1Cl)c1ccco1,-11,0,1,-0.3,-5,3,i,8,5,-0.7
C[C@@H]1CC2=C(C(=O)OC(C)(C)O2)[C@H](c2ccc(Cl)cc2)O1,10,.,.,-0.6,.,0,i,-2,6,-0.4
O=C(Nc1ccc(Cl)cc1C(=O)NCc1cccnc1)c1ccco1,4,-3,1,-0.4,-3,3,i,-5,-7,-1.3
O=C(c1cnccn1)N1CCc2ccccc21,-36,-1,8,0.0,35,-3,i,5,10,-0.4
Cc1noc(C)c1CSc1ccccc1C(=O)Nc1nccs1,-5,-4,-2,-0.2,9,3,i,2,0,-1.2
# Next part:
SMILES,SKN-1 block,STEP inh,DNMT1 inh,Tb MetRS inh,Scp1 inh,SUMO1-SIM PPI,Neddylation inh,NadD block,CendR NRP1 mod,LMPTP inh
CC(C)C[C@H](NC(=O)N1CCn2c1nc1ccccc12)C(=O)NCc1ccccc1,-16,0,0,-0.9,-2,0,i,-1,6,-0.8
COc1ccc(Cl)cc1NC(=O)Cn1nc(-c2ccc(C)cc2)n(C)c1=S,-4,2,-1,0.4,-13,-4,i,-1,-10,-1.5
CC(C)N(Cc1ccccc1)C(=O)CN1C(=O)NC2(CCOc3ccccc32)C1=O (centres undefined),-6,-3,5,-0.5,7,2,i,-4,5,-0.1
Nc1ccn(C2OC(CO)C(O)C2F)c(=O)n1 (centres undefined),3,-3,-4,-0.8,.,5,i,-3,0,0.4
COc1cccc(C2CC(c3cccs3)=NN2C(=O)CCC(=O)O)c1OC (centres undefined),-2,-1,-4,-1.4,0,-5,i,1,-25,0.0
